Bioassay records as filed in PubChem BioAssay.
Cdc42 wt GTP: human Cdc42 wildtype GTP binding change, either direction; AID 761; 0.2% of 190,000 active; percent activity (GTP binding), % at 10 µM; GST-Cdc42 beads, Bodipy-GTP binding, flow cytometry; actives lie on both sides;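 active means percent activity GTP binding at least 20 points away from the 100% baseline, either down as inhibitor or up as activator; inconclusive means compound flagged as likely green fluorescent from well-wide comparison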;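 further: median bead fluorescence of bound Bodipy-FL-GTP at 100 nM; 0% = excess unlabeled GTP control and 100% = no compound control; below 100% means less GTP binding so inhibitor and above means activator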
Rac1 act GTP bind: modulators of GTP binding to human Rac1 activated mutant; P63000; GST-Rac1 activated beads, fluorescent GTP binding, flow cytometry; actives lie on both sides; 100% means binding = to untreated wells; percent activity (GTP binding), % at 10 µM; 0.11% of 190,000 active; AID 764;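 active means GTP binding at least 20 percentage points away from the 100% baseline, in either direction, so actives lie on both sides; inconclusive means Compound likely fluorescent itself, or too few beads counted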
Mcl1-Noxa inh: Mcl-1/Noxa interaction inhibition. Q07820. TR-FRET Mcl-1/Noxa peptide binding, 2 h. inhibition, % at 21.7 µM. 1.5% of 220,000 active;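 active means compounds that cut the protein-peptide binding signal by more than 50% relative to plate controls in a single-dose test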;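 further: His-tagged Mcl-1 with rhodamine Noxa BH3 peptide and terbium anti-His antibody; 0% = Mcl-1 plus Noxa peptide wells and 100% = peptide-only wells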
Target sequence (Q07820 whole entry, looked up): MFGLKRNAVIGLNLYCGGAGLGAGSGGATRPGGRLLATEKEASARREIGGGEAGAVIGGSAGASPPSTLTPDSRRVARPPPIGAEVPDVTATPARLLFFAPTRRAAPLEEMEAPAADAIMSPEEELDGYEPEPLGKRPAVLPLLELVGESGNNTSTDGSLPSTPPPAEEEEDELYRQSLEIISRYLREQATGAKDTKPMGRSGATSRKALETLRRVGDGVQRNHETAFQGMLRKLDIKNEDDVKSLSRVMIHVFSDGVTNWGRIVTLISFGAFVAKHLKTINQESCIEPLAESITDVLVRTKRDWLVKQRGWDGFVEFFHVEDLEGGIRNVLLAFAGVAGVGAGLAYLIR
Rac1 wt GTP bind: modulators of human Rac1 wildtype GTP binding; P63000; GST-Rac1 beads, fluorescent GTP binding, flow cytometry; actives lie on both sides; 0 = cold GTP competed, 100 = untreated; GTP binding activity (% of control), % at 10 µM; 0.27% of 190,000 active; AID 757;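 active means GTP binding activity at least 20 points away from the 100% control level, either lower or higher; inconclusive means compound flagged as likely green fluorescent, judged across all proteins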
RGS8-Gao reg: regulators of human RGS8-Galphao interaction | P09471 | multiplexed bead flow cytometry, RGS8-Galphao binding; actives lie on both sides | response (percent of control binding), % at 10 µM | 0.34% of 220,000 active; in the data active means response below about 60% or above about 140%; inactive means in between;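 further: Galphao activated as the GDP aluminium fluoride complex binding bead-coupled RGS8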
Target sequence (P09471 whole entry, looked up): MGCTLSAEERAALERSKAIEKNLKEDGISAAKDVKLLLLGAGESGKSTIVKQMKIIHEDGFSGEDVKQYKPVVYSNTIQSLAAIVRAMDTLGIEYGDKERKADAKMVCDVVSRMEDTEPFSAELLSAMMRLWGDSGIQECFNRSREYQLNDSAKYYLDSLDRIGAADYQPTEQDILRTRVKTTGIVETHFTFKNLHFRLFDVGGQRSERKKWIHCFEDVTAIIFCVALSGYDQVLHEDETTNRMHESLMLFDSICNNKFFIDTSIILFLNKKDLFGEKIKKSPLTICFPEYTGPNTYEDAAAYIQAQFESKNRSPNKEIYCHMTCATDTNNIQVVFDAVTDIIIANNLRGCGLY
Mcl-1 Bim block: inhibitors of Bim-Mcl-1 interaction, human | Bead-based flow cytometry, Bim peptide-Mcl-1 binding | inhibition, % at 10 µM | 0.1% of 190,000 active | AID 1009; in the data active means inhibition above about 40%;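 further: 0% = no compound tracer wells and 100% = peptide blocker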
Pf gamet viab: kills late stage P. falciparum gametocytes | inhibition, % at 10.9 µM | 0.065% of 150,000 active | P. falciparum stage V gametocytes, ATP luminescence, 24 h;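 active means inhibition above the mean plus 3 SD of compounds within the control limits, set per campaign, cut at about 38% in these data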;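 further: 0% = DMSO wells and 100% = medium only without gametocytes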
Rab7 wt GTP bind: alters GTP binding to wildtype dog Rab7. GST-Rab7 beads, fluorescent GTP binding, flow cytometry; actives lie on both sides; untreated = 100%, excess cold GTP = 0%. GTP binding activity (percent of control), % at 10 µM. 0.055% of 190,000 active. AID 758;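 active means fluorescent GTP binding to Rab7 beads changed by at least 20 points from the 100% baseline, either direction, mostly lower; inconclusive means compound itself probably fluorescent, or too few beads counted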;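 further: median green fluorescence of bound Bodipy-FL-GTP per Rab7 bead population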
Rab2A wt mod: changes GTP binding to wildtype dog Rab2A, up or down. P61105. GST-Rab2 wt beads, Bodipy-GTP binding, flow cytometry. GTP binding activity, % at 10 µM. 0.19% of 190,000 active. AID 760;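 active means GTP binding activity at least 20 points away from 100%, either lowered or raised; inconclusive means signal likely due to the compound's own green fluorescence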;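 further: 0% = beads with excess unlabeled GTP and 100% = no-compound control corrected for plate trend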
HRas wt GTP: changes GTP binding to wildtype human HRas; P01112; GST-Ras wt beads, Bodipy-FL-GTP binding, flow cytometry; actives lie on both sides; GTP binding activity, % at 10 µM; 0.14% of 190,000 active;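 active means GTP binding activity at least 20% away from the 100% baseline, either lowered as inhibitor or raised as activator; inconclusive means flagged as likely green fluorescent, judged across all proteins in the well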;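 further: 0% = unlabeled GTP competition control and 100% = no-compound control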
Target sequence (P01112 whole entry, looked up): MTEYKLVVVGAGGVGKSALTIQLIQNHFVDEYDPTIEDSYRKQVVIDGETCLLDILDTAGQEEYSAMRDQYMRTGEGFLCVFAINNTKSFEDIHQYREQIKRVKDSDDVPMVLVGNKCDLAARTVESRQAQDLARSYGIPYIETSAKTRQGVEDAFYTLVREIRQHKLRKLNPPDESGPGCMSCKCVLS
Mcl1 Bid PPI: Mcl-1/Bid interaction inhibition. Q07820. TR-FRET Mcl-1/Bid-Dy647 peptide binding, 1536-well. inhibition, % at 21.7 µM. 0.97% of 220,000 active. AID 1021;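 active means compounds that cut the binding signal by more than half at the single screening dose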;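 further: His-tagged Mcl-1 with europium anti-His antibody binding Bid BH3 peptide; 0% = Mcl-1 plus peptide wells and 100% = peptide-only wells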
Numbers without * were called inactive; ? = inconclusive; / = not tested or not shown.

SMILES	Cdc42 wt GTP	Rac1 act GTP bind	Mcl1-Noxa inh	Rac1 wt GTP bind	RGS8-Gao reg	Mcl-1 Bim block	Pf gamet viab	Rab7 wt GTP bind	Rab2A wt mod	HRas wt GTP	Mcl1 Bid PPI
CCC(=O)Nc1cccc(NC(=S)NC(=O)c2cc3ccccc3o2)c1	97	93	17	95	98	-7	-18	96	96	94	-9
CCCn1c(O)c(CN2CCCC(C)C2)c(C)c(C#N)c1=O (stereo unspecified)	101	99	2	101	96	0	/	101	102	103	-44
NN1C(=O)NC(c2ccccc2)(c2ccccc2)C1=O	97	96	6	100	101	-2	8	102	100	98	-20
Cc1sc(-c2ccncc2)nc1OC(=O)c1ccccc1	101	98	-7	103	99	0	/	99	100	98	-25
COc1ccc(C2C3=C(CCCC3=O)Nc3nc(SCc4ccc(C(=O)O)cc4)nn32)cc1OC (stereo unspecified)	95	95	12	97	99	1	/	94	95	95	-14
CCc1ccc2c(c1)C(C)=CC(C)(C)N2	104	100	32	105	99	-7	/	97	98	101	30
Cc1ccc2[nH]cc(C(=O)CCl)c2c1	?	?	-8	?	102	-1	-10	?	?	?	-6
CCCCCCC(=O)NNC(=O)c1c(O)c2ccccc2n(CCC)c1=O	93	92	-19	95	102	1	-11	92	92	96	0
O=C(C(Cl)Cl)N1c2ccccc2OCC1c1ccccc1 (stereo unspecified)	99	95	0	97	97	0	-14	98	97	100	-14
Cc1ccc(N(CC2CO2)S(=O)(=O)c2ccc(C)cc2)cc1 (stereo unspecified)	96	97	-7	99	97	-4	23	102	98	97	-17
Cc1ccc(-n2nnnc2SCC(=O)Nc2c(C)n(C)n(-c3ccccc3)c2=O)cc1	102	100	-7	106	101	-5	/	101	98	101	5
C=CCn1c(Cc2csc(N)n2)nnc1SCC(=O)Nc1ccc(C(=O)OCC)cc1	101	98	25	101	99	1	/	99	99	102	-34
O=C(C1CCC1)N1CCc2cc(S(=O)(=O)N3CCCCC3)ccc21	105	103	1	108	100	-1	-7	101	101	102	-4
COc1ccc(CCNc2oc(-c3ccc(OC)c(OC)c3)nc2P(=O)(OC)OC)cc1OC	99	102	-5	103	103	0	2	101	101	101	-27
Cc1ccc(NC(=O)c2cccc(NC(=O)CCC(=O)O)c2)cc1C	98	101	15	99	96	0	10	104	103	101	-3
Cn1cnnc1SC1c2cccc3cccc(c23)C1NS(=O)(=O)c1ccccc1 (stereo unspecified)	104	102	5	107	106	-2	-11	102	101	102	-22
COc1ccc2[nH]c(=O)c(CN(Cc3ccccc3)Cc3nnnn3CC3CCCO3)cc2c1 (stereo unspecified)	101	99	-13	100	99	1	/	103	101	102	-24
O=C(N/N=C/c1ccc(N2CCOCC2)s1)c1ccccc1Br	95	96	34	96	95	0	19	108	100	101	-51
CN(Cc1ccccc1)C(=O)CN1CCN(C(c2ccccc2)c2ccccc2)CC1	95	96	11	97	99	-3	/	93	95	95	2
O=C(C1=C[C@H](c2coc3ccccc3c2=O)C[C@H](OCCCCO)O1)N1CCOCC1	98	98	-5	101	98	-2	/	106	100	98	4

Single values from the entries so far.
Cc1ccc(NC(=O)c2cccc(NC(=O)CCC(=O)O)c2)cc1C in HRas wt GTP is listed with 101
O=C(C1CCC1)N1CCc2cc(S(=O)(=O)N3CCCCC3)ccc21 in HRas wt GTP is listed with 102

Carrying on:
SMILES	Cdc42 wt GTP	Rac1 act GTP bind	Mcl1-Noxa inh	Rac1 wt GTP bind	RGS8-Gao reg	Mcl-1 Bim block	Pf gamet viab	Rab7 wt GTP bind	Rab2A wt mod	HRas wt GTP	Mcl1 Bid PPI
COc1ccc(CNC(=O)c2cnc(C)cn2)cc1	96	94	0	99	94	-1	/	100	98	98	-48
Cn1c(=O)c(Sc2ccc(Cl)cc2)c(O)c2ccccc21	96	97	-4	98	99	-2	/	96	94	98	-15
O=C(CN(c1ccc(F)cc1)S(=O)(=O)c1ccc2c(c1)OCCO2)NCc1cccnc1	103	100	9	102	103	2	/	100	100	101	-13
Cc1ccc(SCCC(=O)Nc2cc(C)on2)cc1	97	95	-10	98	101	2	0	97	98	93	-13
COC(=O)/C(C(C)=O)=C(/C=C/C=C/N(C)C)N(C)C	102	98	20	102	101	3	3	97	97	100	-53
CCn1c2ccc(C)cc2c2nnc(NN)nc21	93	96	8	96	100	-3	8	100	93	94	-42
CCCn1nnnc1NC(=O)c1cccs1	100	99	-13	99	103	0	-12	100	99	99	5
CCNC(=O)c1ccc(C23CC4CC(CC(C4)C2)C3)o1	92	94	11	98	101	0	-2	98	92	92	-21
Cc1ccc(C)c2[nH]c(=O)c(CN(CCN3CCCC3)C(=O)Nc3cccc(Cl)c3)cc12	104	103	-9	102	106	-6	/	107	103	104	-4
CCc1c(C)sc(NC(=O)C2CC2c2ccccc2)c1C(N)=O (stereo unspecified)	99	97	22	101	100	0	-1	101	98	98	-47
CC(C)Sc1cc(N2CCCC2)nc(-c2ccc(F)cc2)n1	100	101	4	108	102	-1	/	99	99	100	-13
CCOc1ccc(C(C)=O)cc1CC(C(N)=O)C(N)=O	95	93	4	96	101	0	/	95	93	95	-4
COc1cc([N+](=O)[O-])cc(CN2CCCCC2)c1O	100	94	1	99	102	-2	/	98	98	101	-47
Cc1cc2oc(=O)cc(CN3CCCc4ccccc43)c2cc1C	101	97	1	101	104	0	/	101	103	102	-32
COc1cc2c(cc1OC)CN(C(=O)c1cc3ccccc3oc1=O)CC2	96	97	4	95	112	-2	/	97	97	96	-1
COc1ccc(CCNC(=O)C2CCCCC2C(=O)O)cc1OC (stereo unspecified)	104	99	-1	102	100	0	/	98	104	104	-17
O=C(NC1CCCCC1)C(c1ccco1)N(CCc1ccccc1)C(=O)C(F)(F)F (stereo unspecified)	98	97	-1	104	100	0	/	98	97	100	0
CCn1c2ccccc2c2cc(C3C(C#N)=C(N)Oc4n[nH]c(COC)c43)ccc21 (stereo unspecified)	102	99	1	97	99	-4	/	104	102	102	-10
Cc1cccc(C)c1NC(=O)CN1N=NC2C(=O)N(c3cccc(Cl)c3)C(=O)C21 (stereo unspecified)	98	100	5	104	88	-5	4	100	101	103	-53
COc1ccc(Cn2c(O)c(C=Nc3ccc(OC)cc3)c3ccccc3c2=O)cc1	95	96	14	99	84	3	4	95	94	97	-35
COC(=O)c1sc(S(=O)(=O)N2CCCCC2C(=O)O)c(C(=O)OC)c1C (stereo unspecified)	90	91	0	93	99	0	-4	96	92	92	6
O=C(CSC1=NCCS1)c1ccc(Cl)cc1	97	96	1	97	98	-4	5	98	96	95	-9
Cc1cc(Cl)cc(Cl)c1CNc1c([N+](=O)[O-])c(=O)oc2ccccc12	101	101	1	102	104	-2	-12	94	99	102	-24
Cc1ccc(-n2ncc3c(=O)n(CC#N)cnc32)cc1	101	99	20	104	101	1	/	99	99	101	2
COc1cc(NC(=S)NC(=O)c2cccs2)ccc1NC(=O)C(C)C	99	96	1	105	101	-1	14	100	99	99	-11
CCCCn1c(SCC(=O)N(C)C)nnc1-c1ccncc1	93	98	20	102	102	-1	-17	98	96	99	-4
COc1cc(-n2c(=O)c3ccccc3n(Cc3ccccc3)c2=O)cc(OC)c1OC	104	101	-4	104	104	-5	/	102	100	103	6
CC1(C)CC(=O)c2cc(C(=O)NC3CCSC3=O)c(=O)n(-c3ccc(Cl)cc3)c2C1 (stereo unspecified)	102	102	16	102	95	-3	/	103	101	99	8
COc1ccc(Cn2c(=O)[nH]c3cc(C(=O)NCCCN4CCCC4=O)ccc3c2=O)cc1	103	98	16	106	101	0	/	103	101	102	-11
COc1ccc(CNC(=O)C2CCN(S(=O)(=O)N3CCOCC3)CC2)cc1	102	98	-19	99	102	1	/	102	101	102	-22
C[N+](C)(C)CC/C=C1/c2ccccc2CSc2ccccc21	103	98	13	101	102	2	11	97	101	101	17
c1ccc(-c2nnc(-c3ccco3)o2)cc1	100	100	-18	102	99	0	-5	104	100	102	-9
Cc1ccc(S(=O)(=O)N(CC(=O)N/N=C/c2cccc3c2OCCO3)c2ccccc2F)cc1	102	98	19	104	97	2	5	98	101	101	12
Cn1c2ccccc2c2cc(C(=O)O)ccc21	103	98	11	103	92	-3	/	100	102	104	1
Cc1cc(NC(=O)c2ccccc2-c2ccccc2)ccc1Br	101	99	11	101	124	1	/	96	98	99	20
Cc1cccc2[nH]c(CN(C)C(=O)CC3C(=O)NCCN3CC(C)(C)C)nc12 (stereo unspecified)	99	94	11	98	105	-1	-4	96	98	97	-28
CC(=O)Nc1ccccc1NS(=O)(=O)c1ccc(Cl)cc1	100	97	14	98	102	0	-9	101	99	101	-2
COc1cccc2cc(C(=O)Nc3ccc(F)cc3)c(=Nc3ccc(C(=O)O)cc3)oc12	95	97	-7	101	102	-2	-2	94	93	96	4
CCn1c(C)[n+](CC)c2ccc(C(=O)N(C)c3ccccc3)cc21	94	95	1	95	84	0	7	93	94	93	-51
C=CCn1c(=O)c2ccccc2n2c(SCc3csc(-c4ccccc4)n3)nnc12	96	96	3	93	99	0	-7	92	95	95	-17
Cc1cc(C)c2nc(N3CCC(C(=O)NCCCN4CC(C)CC(C)C4)CC3)sc2c1 (stereo unspecified)	102	97	20	104	99	0	-4	97	103	98	0
COc1ccc(C(=O)Nc2ccc(N3CCN(C)CC3)cc2)cc1[N+](=O)[O-]	101	98	24	101	103	0	20	103	97	100	-43
CC(CCc1ccccc1)NC(=O)/C=C/c1ccc(F)cc1 (stereo unspecified)	97	95	-2	95	100	-5	/	99	99	96	-30
COc1ccc(-n2cc(CN(C)C3CCOCC3)c(-c3cccc(F)c3)n2)cc1	94	88	2	92	105	-5	-13	92	94	93	-16
CCOC(=O)c1[nH]cnc1C(=O)Nc1ccccc1C	93	95	25	99	99	2	/	106	100	96	-20
CCOc1cccc2cc(-c3csc(NC(=O)CCC(=O)NCCCN4CCC(C)CC4)n3)c(=O)oc12	101	95	13	101	106	-2	/	101	101	97	-20
COC(=O)CNc1nc(Cl)nc(Nc2ccc(C)cc2)n1	95	96	12	97	105	0	/	102	96	96	-6
Cc1c(-c2ccccc2)nc(-c2ccccc2)[nH]c1=O	104	102	-4	105	104	-1	10	99	98	98	-18
Cc1cc(C(=O)OCC(=O)N2c3ccccc3CC2C)c(C)o1 (stereo unspecified)	99	99	8	101	94	0	/	99	102	99	-23
COCN(C#N)c1nc(N(C)C)nc(N(C)C)n1	98	97	-21	98	97	0	-6	93	98	95	-21
COc1cc2[nH]c(=O)n(CCCC(=O)N3CC=C(c4ccccc4)CC3)c(=O)c2cc1OC	99	98	5	101	97	-1	/	100	98	99	-16
